GCN5L2 inh: GCN5L2 (KAT2A) acetyltransferase inhibition | Q92830 | GCN5L2 HAT assay, ThioGlo1 CoA-SH fluorescence | Potency, µM (series often up to 58.9 µM), for inactives: top-dose activity change, negative = inhibition, hits mostly inhibitors | hit rate 0.21% among 390,000 | AID 504327
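Preincubate 20nM GCN5L2 with compound 15 min, RT → add 50uM ThioGlo1 + 75uM H3(1-25) + 70uM acetyl-CoA → read fluorescence 0 and 20 min. Primary qHTS; fluorescent artifacts likely.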
DT40 TDP1 no CPT: qHTS for Inhibitors of human tyrosyl-DNA phosphodiesterase 1 (TDP1): qHTS in cells in absence of CPT; DT40 Tdp1-/- hTDP1 cells, no CPT, ATP luminescence, 48 h; Potency, µM (doses to about 46.2 µM), inactives show at the highest dose activity change, negative = growth inhibition, most hits filed as inhibitors; hit rate 15% among 420,000; AID 686978, 2013; also: nearly all actives have a fitted effect of over 55% in size
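Cells were dispensed at 400 per well, compounds added by pin tool, plates incubated ≥48 hr at 37 °C, then CellTiter-Glo added for 30 min at room temperature before luminescence reading. Line: DT40 Tdp1-/- complemented with hTDP1; camptothecin omitted.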
TDP1 block: inhibitors of human tyrosyl-DNA phosphodiesterase TDP1 | recombinant TDP1, AlphaScreen DNA substrate cleavage | Q9NUW8 | Potency, µM (series often up to 130 µM), inactives show at the highest dose activity change, negative = inhibition, actives largely listed as inhibitors | hit rate 0.28% among 350,000 | AID 485290; also: nearly all actives have a fitted effect of over 40% in size
Target sequence (Q9NUW8 whole entry, looked up): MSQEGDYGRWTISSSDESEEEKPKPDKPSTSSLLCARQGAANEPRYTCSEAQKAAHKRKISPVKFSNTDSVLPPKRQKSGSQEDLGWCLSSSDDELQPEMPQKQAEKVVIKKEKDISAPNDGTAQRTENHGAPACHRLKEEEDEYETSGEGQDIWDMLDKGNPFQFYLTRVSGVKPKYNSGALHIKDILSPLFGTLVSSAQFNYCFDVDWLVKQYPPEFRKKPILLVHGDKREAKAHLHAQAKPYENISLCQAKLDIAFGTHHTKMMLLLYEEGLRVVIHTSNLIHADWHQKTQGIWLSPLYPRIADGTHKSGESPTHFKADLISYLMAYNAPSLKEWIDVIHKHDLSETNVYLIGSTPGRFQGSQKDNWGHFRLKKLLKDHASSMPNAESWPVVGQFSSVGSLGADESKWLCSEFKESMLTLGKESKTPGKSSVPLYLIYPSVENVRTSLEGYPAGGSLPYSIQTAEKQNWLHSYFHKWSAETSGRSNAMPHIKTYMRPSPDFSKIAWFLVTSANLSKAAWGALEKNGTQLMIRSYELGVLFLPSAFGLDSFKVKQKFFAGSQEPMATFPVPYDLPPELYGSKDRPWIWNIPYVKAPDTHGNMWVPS
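Here, a 5' biotin and 3' phosphotyrosine-FITC DNA oligonucleotide reports Tdp1 activity: intact substrate bridges AlphaScreen beads, while cleavage leaves a 3' phosphate and drops signal. All incubations at room temperature.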
Active calls of the source: *; ? = inconclusive; · = not tested or not shown; & = joins results of further samples; [ ] = remark or other dose. Calls follow the shape of the dose curve; as a rule, active = well fitted curve in the direction sought with a large enough effect; inconclusive = small, poorly fitted or top-dose-only effect, or another doubt; inactive = no such curve, though single readings can be large; an effect the other way counts as inactive or inconclusive. % is scaled to controls: 0 for no effect and ±100 for the full control effect; potency is read from the fitted curve at half-maximal effect. A portion of the library. The share of hits here may be higher or lower than overall.

SMILES	GCN5L2 inh	DT40 TDP1 no CPT	TDP1 block
Cc1ccc(Cl)cc1N1CCN(C(=O)C2CCC(=O)N(C3CCCCCC3)C2)CC1 (centres undefined)	-12%	2.9µM*	3%
O=C(NCCOc1ccc(F)cc1)C1CCC(=O)N(CCCN2CCOCC2)C1 (centres undefined)	1%	-4%	3%
COc1cc(S(=O)(=O)NCc2ccncc2)ccc1Br	-9%	9.2µM*	3%[56.1 µM]
O=C(CSc1nnc(-c2cccnc2)s1)Nc1ccc(C(=O)O)cc1	23%	-12%	3%
CCC(=O)n1nc(-c2cccnc2)nc1NCc1ccc(F)cc1	3%&-13%	-6%&-8%	3%&4%
CCN(CCN1CCCC1)C(=O)C1CCC(=O)N(CCCN2CCOCC2)C1 (centres undefined)	1%	1%	-2%
Cc1c(Cl)cnc(NC(=O)CSc2nnc3ccccn23)c1Cl	-7%	-20%	5%
CNC(=S)N1N=C(c2ccccc2)CC1c1ccc(OC)c(OC)c1 (centres undefined)	19%	-27%	4%
CC1(C)CC(=O)C(N=Nc2cc(S(=O)(=O)N3CCOCC3)ccc2Cl)=C(O)C1	-7%	8%	?
Cc1cccc(NC(=O)c2nc[nH]c2C(=O)N[C@@H](C)C(=O)OC(C)(C)C)c1	-13%	?	10%
CCN1CCN(C(=O)Cn2c(-c3cccs3)cc3cc(Cl)ccc32)CC1	-6%	?	1%
COc1ccc(CNc2ncnc3c2[nH]c2ccccc23)cc1	-21%	5.8µM*	5%
Cn1c(=O)cc(SCC(=O)N2CCCC2)c2ccc(Cl)cc21	-2%	-29%	6%
N/C(=N\OC(=O)CCC1CCCCC1)c1cccnc1	0%	?	4%
Fc1ccc(CNCc2ccco2)cc1	-11%	18%	·
O=C(NCc1ccccn1)c1cn(CCc2ccccc2)nn1	-9%	-5%	8%
Cc1ccc(N2CC(C(=O)Nc3c(C)n(C)n(-c4ccccc4)c3=O)CC2=O)cc1 (centres undefined)	0%	2%	-1%
O=c1c2cc3c(=O)n(CC4CCCO4)c(=O)c3cc2c(=O)n1CC1CCCO1 (centres undefined)	4%	-6%	9%
CC(=O)c1cccc(NC(=O)C2(c3ccccc3)CC2(Cl)Cl)c1 (centres undefined)	-14%	?	-1%
C=CCn1cc(C(=O)NCCOC)c(=O)c2cc(S(=O)(=O)N3CCCCCC3)ccc21	4%	?	2%
Oc1cc2ccccc2cc1-c1n[nH]c(=S)o1	-5%	-12%	2%
Cc1ccc(-n2c(C)cc(/C=N/NC(=O)Cn3c4ccccc4c(=O)c4ccccc43)c2C)cc1	-6%	?	5%
Cc1ccccc1CNC(=O)c1ccccc1NC(=O)c1nsc2ccccc12	-2%	?	0%
Cc1c(NC(=O)Cn2cc([N+](=O)[O-])cn2)c(=O)n(-c2ccccc2)n1C	-4%	11%	9%
CN1CCN(CCNC(=O)Nc2ccccc2[N+](=O)[O-])CC1	16%	2%	·

In the list so far, these have fluorine:
SMILES	GCN5L2 inh	DT40 TDP1 no CPT	TDP1 block
O=C(NCCOc1ccc(F)cc1)C1CCC(=O)N(CCCN2CCOCC2)C1 (centres undefined)	1%	-4%	3%
CCC(=O)n1nc(-c2cccnc2)nc1NCc1ccc(F)cc1	3%&-13%	-6%&-8%	3%&4%
Fc1ccc(CNCc2ccco2)cc1	-11%	18%	·

4 entries from above, with each value named:
> N/C(=N\OC(=O)CCC1CCCCC1)c1cccnc1
  GCN5L2 inh: 0%; DT40 TDP1 no CPT: ?; TDP1 block: 4%
> Cc1c(Cl)cnc(NC(=O)CSc2nnc3ccccn23)c1Cl
  GCN5L2 inh: -7%; DT40 TDP1 no CPT: -20%; TDP1 block: 5%
> Cc1c(NC(=O)Cn2cc([N+](=O)[O-])cn2)c(=O)n(-c2ccccc2)n1C
  GCN5L2 inh: -4%; DT40 TDP1 no CPT: 11%; TDP1 block: 9%
> O=c1c2cc3c(=O)n(CC4CCCO4)c(=O)c3cc2c(=O)n1CC1CCCO1 (centres undefined)
  GCN5L2 inh: 4%; DT40 TDP1 no CPT: -6%; TDP1 block: 9%

Next structures.
SMILES	GCN5L2 inh	DT40 TDP1 no CPT	TDP1 block
COc1ccc(Cl)cc1NC(=O)COC(=O)c1cc(NS(=O)(=O)c2cccs2)ccc1O	-9%	-4%	-3%
COC(=O)c1cccnc1-n1c(=O)c2cccnc2n(Cc2ccc([N+](=O)[O-])cc2)c1=O	-17%	?	0%
Cc1c(CCC(=O)N[C@@H](CCCNC(N)=O)C(=O)O)c(=O)oc2cc3oc4c(c3cc12)CCCC4	-5%	-2%	·
O=[N+]([O-])c1ccc(N/N=C/c2cccnc2)cc1	0%	6.5µM*	·
Cc1cc(OCCCn2cnc3ccccc3c2=O)ccc1[N+](=O)[O-]	-5%	?	-2%
CCOc1ccc(-c2cn3c(n2)sc2cc(C(=O)NC(C)C45CC6CC(CC(C6)C4)C5)ccc23)cc1 (centres undefined)	-2%	?	-2%
N#CCCn1c(=O)c(-c2ccc(Cl)cc2)nc2cnc(Oc3cccc(Cl)c3)nc21	?	-9%	·
CCc1cc2c(cc3c(=O)n(CC(=O)NC(C)c4ccccc4)ncn32)s1 (centres undefined)	-1%	?	-2%
O=C(CN(C(=O)c1csnn1)c1cccc(F)c1)NCc1ccc2c(c1)OCO2	-1%	-21%	0%
O=C(N/N=C/c1ccc(Cl)cc1Cl)Nc1ccccc1	-5%	?	5%
CN(c1ccc(C(=O)Nc2ccc(F)cc2F)cc1)S(=O)(=O)c1ccccc1	-13%	?	-2%
C1CCN=C(NC23CC4CC(CC(C4)C2)C3)CC1	4%	·	3%
Cc1ccc(CNC(=O)C2C3C=CC(C3)C2C(=O)O)cc1 (centres undefined)	-11%	-17%	2%
N#C/C(=N\Nc1ccc(F)cc1)C(=N)N1CCCCC1	-13%	-18%	4%
O=C(NCc1csc(-c2cccs2)n1)C1CCC1	-2%	-12%	6%
Cc1cc(OCC(=O)NCc2cccnc2)c2c(C)c(Cc3ccccc3)c(=O)oc2c1	-5%	?	2%
O=C1NC(=S)S/C1=C/c1ccc(N2CCOCC2)o1	-20%	?	0%
CCOc1ccccc1C(=O)Nc1cc2c(cc1C)n(C)c(=O)c(=O)n2C	-1%	?	5%
CC(=O)N1CCCc2cc(S(=O)(=O)N3CCCC(C(=O)NCc4ccc(C)cc4)C3)ccc21 (centres undefined)	-10%&-13%	23µM*	4%&2%
COC(=O)N1CCCc2cc(S(=O)(=O)NCc3ccccc3)ccc21	-8%	·	6%
CCCOc1ccc(N/C=C/C(=O)C(C)(C)C)cc1	-1%	-18%	11%
O=S(=O)(NCc1cc(-c2ccccc2)no1)c1ccc(Cl)cc1	-14%	-14%	4%
Cc1ccc(S(=O)(=O)c2nc(-c3cccc(Cl)c3)oc2NCc2ccccc2)cc1	-14%	?	·
COc1ccc(N=Cc2c(O)n(-c3cccc(C)n3)c(=O)c3ccccc23)c(OC)c1	-6%	-30%	6%
CCOC(=O)c1cc(-c2ccccc2)n(CC2CC(c3ccc(OC)cc3)=NO2)n1 (centres undefined)	-1%	23µM*	·

One compound at a time, as listed above.
`O=C(NCc1csc(-c2cccs2)n1)C1CCC1` in the list: GCN5L2 inh = -2%; DT40 TDP1 no CPT = -12%; TDP1 block = 6%
`N#CCCn1c(=O)c(-c2ccc(Cl)cc2)nc2cnc(Oc3cccc(Cl)c3)nc21` in the list: GCN5L2 inh = ?; DT40 TDP1 no CPT = -9%; TDP1 block = ·

Continued:
SMILES	GCN5L2 inh	DT40 TDP1 no CPT	TDP1 block
CCc1cccc(C)c1NC(=O)CCCN1C(=O)CN(C)C1=O	2%	12%	-1%
O=[N+]([O-])c1cccc(C(=Nc2ccc(Cl)cc2)NO)c1	2%	?	3%
O=C(CSc1nnc(COc2ccccc2)o1)N1CCCCC1	-3%	-9%	0%[0.0935 µM]
Cc1ccc(S(=O)(=O)N[C@@H](CO)C(=O)N[C@@H](Cc2ccc(O)cc2)C(=O)O)cc1	-2%	2%	·
CCCCN(C)CCNC(=O)c1ccc2c(=O)n(CCc3ccccc3)c(=O)[nH]c2c1	2%	23µM*	3%
CCN1/C(=C2/OC(=S)N(C)C2=O)Sc2ccccc21	-12%	-17%	2%
CCOC(=O)CSc1ncnc2c1nnn2-c1ccc(F)cc1	10%	-10%	2%
CCCCCC(=O)Nc1ncc2c(n1)CC(c1cccs1)CC2=O (centres undefined)	-1%	-22%	-5%
CC(NCC1COc2ccccc2O1)C(=O)NCc1ccccc1 (centres undefined)	-9%	-22%	-5%
COc1ccc(-c2onc(C)c2C)cc1S(=O)(=O)NCCc1ccco1	-6%	-28%	5%
Nc1nc(-c2cccnc2)nn1C(=O)c1ccc(F)cc1	-24%	-29%	0%
CC(=O)NNC(=O)C(O)(c1ccccc1)c1ccccc1	-8%	5%	3%
C=CCOc1c(Br)cc(/C=N/O)cc1OCC	-5%	-54%	3%
Cc1ccc(C2N(C)C(=O)c3ccccc3N2C)cc1 (centres undefined)	-7%	21µM*	·
C=C(C)C1CC=C(C)/C(=N/NC(=O)c2ccc(NC(=O)CC)cc2)C1 (centres undefined)	-5%	-1%	7%
O=C(Nc1nnc(CC2=CCCCC2)s1)c1cccs1	-6%	-14%	-3%
S=c1cnc2ccccc2[nH]1	-16%	?	11%
COc1ccc(Nc2oc(-c3ccc(COc4ccccc4)o3)nc2C#N)cc1	-6%	-15%	6%
CC1Sc2ccc(S(=O)(=O)CCC(=O)Nc3ccccc3Cl)cc2NC1=O (centres undefined)	0%	-12%	1%
Cc1ccc(NC(=O)CSc2nc(O)c(Cc3ccccc3)c(=O)n2-c2ccccc2)cc1	-6%	7%	5%
CCOC(=O)CCCNC(=O)COC(=O)CCC(=O)c1ccc(F)cc1	-1%	-17%	2%
CCN1CCN(CC(=O)Nc2ccc(S(=O)(=O)N3C(C)CCCC3C)cc2)CC1 (centres undefined)	-3%	?	·
CN(C(=O)CSc1nnc(-c2ccccc2)n1C)C1CCS(=O)(=O)C1 (centres undefined)	-6%	12%	6%
CN1C(=O)CSC1=NCC12CC3CC(CC(C3)C1)C2	0%	?	1%
O=C(c1cccc(S(=O)(=O)N2CCN(c3ccc(F)cc3)CC2)c1)N1CCCC1	1%	?	0%
O/N=C/c1ccc(-c2cc(Cl)ccc2Cl)o1	0%	-14%	3%
O=C(/C=C/c1ccc2c(c1)OCCO2)N1CCN(c2ccc(F)cc2)CC1	-20%	5%	·
CCCCOc1ccc(Nc2cc(Cl)ccc2C(=O)O)cn1	16%	-4%	·

Results in GCN5L2 inh and TDP1 block, for some of the entries so far:
smiles | GCN5L2 inh | TDP1 block
CCOC(=O)CSc1ncnc2c1nnn2-c1ccc(F)cc1 | 10% | 2%
CCCCCC(=O)Nc1ncc2c(n1)CC(c1cccs1)CC2=O (centres undefined) | -1% | -5%
CC(NCC1COc2ccccc2O1)C(=O)NCc1ccccc1 (centres undefined) | -9% | -5%

Source: PubChem
